# From PubChem BioAssay
# AT treatment: potential ataxia-telangiectasia treatment. […] A-T fibroblasts, KAP-1 phosphorylation AlphaLISA; neocarzinostatin DNA damage 30 min before lysis. hit rate 0.19% among 320,000. Potency, µM (series often up to 57.5 µM), without a hit: top-dose activation, usual class: activators; also: potency is read from the fitted curve at half-maximal effect; % of control where 0% means no effect; nearly all actives have a fitted effect of over 45% in size
#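 hTERT-immortalized A-T patient fibroblasts ([…]), 500 cells/well in OPTI-MEM, 1% FBS, got compounds for 60 min, then NCS for 30 min at 37C. Lysates were then assayed for phospho-KAP-1 by AlphaLISA (anti-pKAP1 donor, anti-KAP1 acceptor beads), 6 hr at 25C.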
# TCR activator: activators of T cell receptors | Potency, µM (highest dose often 9.22 µM), for inactives: at the top dose activation of IL-2 secretion, hits mostly activators | primary human leukocytes, anti-CD3, IL-2 HTRF, 48 h | 330,000 tested, under 10 active; also: % of control where 0% means no effect
#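 IL-2 produced over 48 hr by a-CD3 bead-stimulated primary human leukocytes exposed to compounds was detected with a homogeneous time-resolved FRET immunoassay, 665nm acceptor signal after 320nm excitation.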
# ELG1 repair inh: inhibitors of ELG1-dependent DNA repair in HEK293T cells. AID 504467. Potency, µM (titrated, usually from 46.1 µM), without a hit: top-dose activity change, negative = inhibition, actives largely listed as inhibitors. HEK293T ELG1-luciferase reporter, luminescence, 16 h; DNA damage induced by 5-fluorouridine. hit rate 2.3% among 330,000; also: potency is read from the fitted curve at half-maximal effect; % is scaled to controls: 0 for no effect and ±100 for the full control effect; nearly all actives have a fitted effect of over 55% in size
#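 In this reporter screen, reduction of luminescence relative to DMSO vehicle indicated activity. Compounds and 5-fluorouridine were added together to 2,000 cells per well, incubated for 16 hr at 37 °C, then developed with ONE-Glo.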
# Integrin act MD: activators of alpha7 integrin expression for muscular dystrophy | alpha7betagal myoblasts, beta-gal FDG fluorescence, 48 h | Potency, µM (titrated, usually from 38.3 µM), without a hit: at the highest dose activation, most hits filed as activators | hit rate 0.064% among 350,000;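 also: potency is read from the fitted curve at half-maximal effect; 100% = response of the positive control SU9516; nearly all actives have a fitted effect of over 60% in size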
#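 alpha7betagal+/- myoblasts (passage 13, 250/well) treated 48 h at 37C with compounds at 1:260 dilution of DMSO stock. Lysed, then beta-galactosidase activity read as FDG fluorescence (ex 480/em 540) after 30 min, with pre-read for autofluorescence.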
# TSG101-PTAP inh: blocks PTAP/TSG101 interaction to inhibit HIV-1 budding. Q99816. Fluorescence polarization, FITC-PTAP peptide / Tsg101 binding. Potency, µM (doses to about 115 µM), inactives show at the top dose activity change, negative = inhibition, usual class: inhibitors. 340,000 tested, under 10 active. AID 493005; active = well fitted inhibition curve with a large enough effect in the main read-out, with a control signal flat, not every such curve was filed as active; inconclusive = small, poorly fitted or top-dose-only effect, or effect the other way, or a change in a side signal; inactive = no such curve, though single readings can be large or run the other way; also: potency is read from the fitted curve at half-maximal effect; % of control where 0% means no effect
#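 Compounds were pin-transferred onto Tsg101 binding domain (10 uM final) in HEPES pH 7.5 buffer, then FITC-PTAP peptide was added at 50 nM final. After 20 min at RT, polarization reported peptide displacement across a qHTS concentration series.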
# BRCA1 expr act: activators of BRCA1 expression; MCF7-BRCA1-FFLuc reporter, luminescence, 48 h; response scale: scaled: vehicle 0%, 10 µM genistein 100%; Potency, µM (top dose mostly 46.1 µM), inactives show at the highest dose activation, actives largely listed as activators; hit rate 1.1% among 380,000; also: potency is read from the fitted curve at half-maximal effect; nearly all actives have a fitted effect of over 80% in size; some results filed as inactive show a strong effect at the top dose
#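 MCF7-BRCA1-FFLuc cells, 2000/well in phenol-red-free MEM, attached 2 h then treated 48 h at 37 C. Luciferase luminescence read 15 min after reagent; normalized to genistein maximum activation (10microM) and DMSO, concentration-response fitted.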
# B2AR arrestin: beta2AR (human) beta-arrestin recruitment activity; hit rate 0.02% among 330,000; beta-arrestin recruitment to beta2AR, cell-based reporter; P07550; Potency, µM (doses to about 46.1 µM), for inactives: at the top dose activation, most hits filed as activators;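 also: potency is read from the fitted curve at half-maximal effect; 0% = DMSO controls and full agonism = EC100 isoproterenol or metaproterenol; nearly all actives have a fitted effect of over 65% in size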
# p53 reactivator: mutant p53 re-activation in reporter cells. H1299 p53-A138V BP100-luciferase reporter, luminescence, 24 h. Potency, µM (highest dose often 92.2 µM), for inactives: at the top dose activity change, positive = activation, hits mostly activators. hit rate 0.063% among 320,000. AID 504706; also: potency is read from the fitted curve at half-maximal effect; % of control where 0% means no effect; nearly all actives have a fitted effect of over 45% in size
#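 p53-null H1299 cells stably carrying temperature-sensitive p53-A138V and a BP100-luciferase reporter were pinned with compounds (4-point, 1:5 series) and held 24 hrs at 37 deg C. Luminescence was read 10 min after detection reagent.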
# CXXC DNA block: inhibitors of human MLL CXXC domain-DNA interaction. MLL-CXXC / FITC-HOXA9 DNA fluorescence polarization. Q03164. Potency, µM (highest dose often 115 µM), inactives show at the top dose activity change, negative = inhibition, most hits filed as inhibitors. hit rate 0.037% among 290,000. AID 2662; active = well fitted inhibition curve with a large enough effect in the polarisation, with a control signal flat, not every such curve was filed as active; inconclusive = small, poorly fitted or top-dose-only effect, or effect the other way, or a change in a side signal; inactive = no such curve, though single readings can be large or run the other way; the % refers to the polarisation; also: potency is read from the fitted curve at half-maximal effect
#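 Fluorescence polarization: 7 uM MLL-CXXC (stock) preincubated 5 min with compounds, then 50 nM fluorescein-HOX-A9 DNA (stock) added; 30 min ambient. Buffer 50 mM Tris-HCl pH 7.5, 50 mM NaCl, 1 mM DTT, 0.05% BSA.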
# TRPV1 agonist: activates the human vanilloid receptor TRPV1; Q8NER1; TRPV1-expressing cells, Fluo-8 calcium influx, agonist mode; activation, % at 8.33 µM; hit rate 0.19% among 320,000; AID 540275; in the data active = activation above about 80%; inconclusive = between about 30% and that limit; also: 0% is about no effect
#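 Fluo-8 calcium influx in TRPV1-expressing cells, kinetic read (ex 480/em 520 nm). Compound added and read 3 min for agonist activity, followed by capsaicin at EC20 final and 2 min further read for enhancement.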
# * = called active by the depositor; ? = inconclusive; . = no result given; [ ] = remark or other dose. Unless noted, calls follow the shape of the dose curve; as a rule, active = well fitted curve in the direction sought with a large enough effect; inconclusive = small, poorly fitted or top-dose-only effect, or another doubt; inactive = no such curve, though single readings can be large; an effect the other way counts as inactive or inconclusive.
SMILES,AT treatment,TCR activator,ELG1 repair inh,Integrin act MD,TSG101-PTAP inh,BRCA1 expr act,B2AR arrestin,p53 reactivator,CXXC DNA block,TRPV1 agonist
COc1ccc(C(=O)NCc2ccc(Cl)c(Cl)c2)cc1OC,2%,-1%[46.1 µM],-9%,4%,1%,-36%,-0.3%,-7%,13%,4
OC(CNc1ccccc1)COc1ccc(OCC(O)CNc2ccccc2)cc1 (stereo not given),-4%,-5%,?,-7%,-3%,-80%[inhibitor],-0.2%,3%,0%,2
Cc1ccc(O)c(C(=O)c2cnn(C(=O)COc3ccccc3C#N)c2)c1,-4%,.,?,.,.,.,0.2%,-4%,10%,-5
Cc1cnc(NC(=O)c2ccc3c(c2)OCCO3)s1,1%,5%,?,-10%,-2%,?,0.2%,-18%,.,?
O=C(Nc1cccc(NC(=O)c2cccc(F)c2)c1)c1ccccc1,9%,1%,5%,-27%,1%,-38%,0.5%,6%,8%,-6
CCN1C(=O)[C@H]2[C@@H](c3ccc(-c4ccc(F)cc4)cc3)N[C@@](C)(C(=O)OC)[C@H]2C1=O,3%,-8%,-3%,0%,-8%,0%,-0.1%,-7%,.,.
CC(=O)C1=C(O)C(=O)N(c2nccs2)C1c1ccc(F)cc1 (stereo not given),13%,6%,?,16%,-3%,-1%,0.1%,2%,4%,-4
CCOC(=O)c1cc(C)n(Cc2ccc(OCC)c(OC)c2)c1C,0%,0%,?,-33%,-5%,-34%,0.1%,1%,3%,1
COc1ccc(C(=NN)c2ccc(OC)cc2)cc1,.,7%,.,0%,-1%,?,.,.,.,.
c1ccc(CNCCCn2cnc3c(OCc4ccccc4)ncnc32)cc1,.,9%,.,-7%,-1%,1%,.,.,.,.
Cn1c(SCC(=O)NCc2ccccc2)nnc1C1CC1,7%,8%,0%,-1%,0%,39%,0.1%,-6%,18%,1
CCOC(=O)c1c(S(=O)(=O)NCCc2ccc(OC)c(OC)c2)c(C)n(C)c1C,5%,0%,19%,0%,-10%,-2%,0.1%,-8%,-3%,-3
O=C(C(c1ccccc1)C(O)(c1ccccc1)c1ccccc1)N1CCOCC1 (stereo not given),.,-1%,.,3%,-8%,-17%,.,.,.,.
O=C(COC(=O)c1cccs1)Nc1ccc(S(=O)(=O)N2CCOCC2)cc1,3%,-4%[46.1 µM],6%,12%,-10%,-5%,-0.7%,2%,18%,-1
CC(C)(C)C1CCC2(CC1)NC(CO)(CO)CO2 (stereo not given),-7%,4%,-8%,-14%,-1%,10%,-0.3%,-7%,-2%,2

# Molecules from the list above containing a carbonyl joined to an NH by a bond outside any ring (5):
SMILES,AT treatment,TCR activator,ELG1 repair inh,Integrin act MD,TSG101-PTAP inh,BRCA1 expr act,B2AR arrestin,p53 reactivator,CXXC DNA block,TRPV1 agonist
COc1ccc(C(=O)NCc2ccc(Cl)c(Cl)c2)cc1OC,2%,-1%[46.1 µM],-9%,4%,1%,-36%,-0.3%,-7%,13%,4
Cc1cnc(NC(=O)c2ccc3c(c2)OCCO3)s1,1%,5%,?,-10%,-2%,?,0.2%,-18%,.,?
O=C(Nc1cccc(NC(=O)c2cccc(F)c2)c1)c1ccccc1,9%,1%,5%,-27%,1%,-38%,0.5%,6%,8%,-6
Cn1c(SCC(=O)NCc2ccccc2)nnc1C1CC1,7%,8%,0%,-1%,0%,39%,0.1%,-6%,18%,1
O=C(COC(=O)c1cccs1)Nc1ccc(S(=O)(=O)N2CCOCC2)cc1,3%,-4%[46.1 µM],6%,12%,-10%,-5%,-0.7%,2%,18%,-1

# Remaining list, next part:
SMILES,AT treatment,TCR activator,ELG1 repair inh,Integrin act MD,TSG101-PTAP inh,BRCA1 expr act,B2AR arrestin,p53 reactivator,CXXC DNA block,TRPV1 agonist
CC(=O)c1c(C)[nH]c(C(=O)CSc2nnc(-c3ccco3)n2Cc2ccccc2)c1C,-4%,-1%,?,-10%,-4%,-64%,-0.8%,29%,0%,?
COC(=O)c1c(NC(=O)C2Cc3ccccc3C(=O)O2)sc2c1CCCC2 (stereo not given),3%,-3%[46.1 µM],-6%,3%,0%,-4%,-0.1%,-1%,12%,16
N#C/C(=C\c1ccc(N2CCOCC2)o1)C(=O)NCC1CCCO1 (stereo not given),-6%,6%,?,-5%,?,34%,-0.1%,2%,-9%,0
Cc1cc([N+](=O)[O-])nn1CC(=O)N(C)Cc1ccccc1,-1%,.,8%,19%,1%,-2%,-0.2%,?,-10%,5
CN1CCN(C(=S)c2cn(Cc3ccccc3)c3ccccc23)CC1,5%,2%,-1%,-31%,0%,-21%,0.0%,3%,-3%,11
Cc1nc2ccccc2nc1OCC(=O)Nc1ccc(F)cc1,3%,-5%,-10%,9%,-6%,-8%,-0.2%,-2%,-1%,2
CCn1c(CN2CCN(CCO)CC2)nc2ccccc21,0%,0%,16%,-36%[inhibitor],-5%,6%,0.1%,-5%,2%,-1
CC[n+]1c(C=C2C=C(C)OC(C)=C2)sc2ccccc21,-10%,-2%,?,?,-1%,-68%,-0.7%,6%,28%,-5
CN(C)N1C(N)=C(C#N)C(c2cccs2)C2=C1CC(C)(C)CC2=O (stereo not given),10%,-8%,0%,13%,1%,-10%,-0.2%,-2%,-3%,10
S=C(NCc1ccccc1)NCc1ccc(Cl)cc1,21%,-4%,2%,-10%,-4%,5%,0.2%,-8%,-4%,?
Oc1ccc2ccc(Cl)cc2c1,.,-2%,.,18%,-4%,-29%,.,.,.,.
COc1ccccc1NC(=O)C1CC(C)OC1=O (stereo not given),.,-5%,.,?,-2%,4%,.,.,.,.
CCOc1ccc(-n2c(Cc3cc(=O)[nH]c(=O)[nH]3)nnc2SCC(=O)Nc2nnc(C)s2)cc1,-1%,5%,4%,32%,-3%,14%,-0.2%,1%,-14%,-1
COc1cc(NC(=O)CSCC(=O)Nc2cccc(C(F)(F)F)c2)c(Cl)cc1Cl,20%,.,3%,-19%,-9%,-33%,-1.3%,-21%,-9%,-6
CCCn1c(-c2ccccc2)nc2c(=O)n(C)c(=O)[nH]c21,-12%,34%,-11%,10%,-7%,-1%,0.2%,1%,-5%,0
O=C(NCC(=O)N1CCN(C(c2ccccc2)c2ccccc2)CC1)c1ccc(Br)o1,4%,-9%,?,-25%,3%,0%,-0.7%,11%,-7%,?
Cc1ccccc1CN1CCC(n2nccc2NC(=O)c2ccc3c(c2)OCO3)CC1,27%,8%,?,-35%,0%,-12%,0.4%,7%,3%,0
COc1ccc(C(=O)Cc2ccc(OC)c(OC)c2)c(OC)c1,-3%,0%,-13%,-29%,-9%,-25%,-0.1%,0%,0%,1
N#CCNC(=O)C1CC(=O)N(CCc2ccc(F)cc2)C1 (stereo not given),-4%,.,1%,26%,-4%,14%,-1.1%,7%,-6%,-1
O=[N+]([O-])c1cccc(-c2nnnn2-c2cccc(F)c2)c1,.,7%,.,15%,2%,2%,.,.,.,.
O=C(Cc1c(F)cccc1Cl)NCC(=O)OCc1ccccc1,-5%,3%,?,-17%,-7%,-9%,-0.2%,9%,.,12
CCN(CC(=O)Nc1ccc(C(=O)OC)cc1)Cc1ccccc1,1%,0%,-10%,-4%,0%,-2%,-0.9%,21%,5%,3
C/C=C(/C)C(=O)Nc1cccc(C2=NOC3(C2)C[C@H](C(N)=O)N(C(=O)c2ccccc2)C3)c1 (stereo not given in full),0%,5%,3%,-11%,0%,3%,0.3%,0%,1%,-4
CCNc1nc2c(c(=O)n(C)c(=O)n2C)n1Cc1ccc(Cl)cc1,15%,2%,-18%,-15%,3%,0%,-0.3%,8%,-10%,-1
